M1 antag: human M1 muscarinic receptor antagonists, primary screen, CHO-K1 cells, Fluo-8 calcium fluorescence, 1536-well; 1.3% of 360,000 active; CHO-K1 hM1, ACh EC80 antagonist; Muscarinic acetylcholine receptor M1 (Homo sapiens), P11229; AID 588852, 2011; inhibition, % at 3 µM;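 active = percent inhibition above its own plate's cutoff, namely the mean of that plate's compound wells plus 3 SD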;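 note: peak over basal fluorescence ratio during 140 s after agonist addition; 0% = ACh EC80 plus DMSO and 100% = DMSO alone without agonist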
Target sequence (P11229 whole entry, looked up): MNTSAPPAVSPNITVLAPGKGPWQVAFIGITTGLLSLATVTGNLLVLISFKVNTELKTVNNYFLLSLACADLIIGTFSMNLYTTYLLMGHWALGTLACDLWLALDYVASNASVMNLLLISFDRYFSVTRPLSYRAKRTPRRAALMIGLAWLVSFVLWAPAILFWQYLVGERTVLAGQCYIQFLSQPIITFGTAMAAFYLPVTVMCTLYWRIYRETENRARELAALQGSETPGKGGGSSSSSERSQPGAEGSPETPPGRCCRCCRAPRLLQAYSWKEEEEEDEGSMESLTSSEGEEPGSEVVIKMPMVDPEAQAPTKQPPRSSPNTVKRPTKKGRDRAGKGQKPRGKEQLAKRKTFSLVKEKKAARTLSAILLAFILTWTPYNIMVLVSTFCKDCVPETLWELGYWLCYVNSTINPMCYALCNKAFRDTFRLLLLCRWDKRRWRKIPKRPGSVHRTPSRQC
CRFR2-BP ag: agonists of CRF-BP/CRF-R2 complex, primary screen, cell-based, HEK293, calcium dye fluorescence, uHTS | CRF-binding protein / CRF receptor 2 complex (human) | calcium dye fluorescence (FLIPR); percent of saturating CRF peptide response | activation, % at 13.2 µM | 0.46% of 350,000 active | AID 588473, 2011;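 active = activation of at least 50%, plus an integration ratio under a set limit after plate pattern correction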;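 note: plate controls were neutral control wells without compound for no effect and CRF at EC100 for full effect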
M4 antag: human M4 muscarinic receptor antagonists, primary screen, CHO cells, Fluo-8 calcium fluorescence; Muscarinic acetylcholine receptor M4 (Homo sapiens), P08173; CHO-hM4 cells, ACh EC80; inhibition, % at 3 µM; 0.73% of 360,000 active; AID 624125, 2012;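 active = inhibition above its plate's cutoff, the mean inhibition of sample wells plus 3 SD, cut at about 27% in these data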;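 note: 0% = acetylcholine EC80 with DMSO and 100% = DMSO without agonist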
CHRM5 PAM: human M5 muscarinic receptor positive allosteric modulators, primary screen, CHO-K1 cells, Fluo-8 calcium fluorescence. Muscarinic acetylcholine receptor M5 (Homo sapiens), P08912. CHO-K1 hM5, ACh EC20 PAM; 0% = ACh EC20, 100% = ACh EC100. activation, % at 3 µM. 0.3% of 360,000 active. AID 624038, 2012;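 active = activation above the run cutoff, the mean activation of all test compounds plus 3 SD, cut at about 18% in these data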
Target sequence (P08912 whole entry, looked up): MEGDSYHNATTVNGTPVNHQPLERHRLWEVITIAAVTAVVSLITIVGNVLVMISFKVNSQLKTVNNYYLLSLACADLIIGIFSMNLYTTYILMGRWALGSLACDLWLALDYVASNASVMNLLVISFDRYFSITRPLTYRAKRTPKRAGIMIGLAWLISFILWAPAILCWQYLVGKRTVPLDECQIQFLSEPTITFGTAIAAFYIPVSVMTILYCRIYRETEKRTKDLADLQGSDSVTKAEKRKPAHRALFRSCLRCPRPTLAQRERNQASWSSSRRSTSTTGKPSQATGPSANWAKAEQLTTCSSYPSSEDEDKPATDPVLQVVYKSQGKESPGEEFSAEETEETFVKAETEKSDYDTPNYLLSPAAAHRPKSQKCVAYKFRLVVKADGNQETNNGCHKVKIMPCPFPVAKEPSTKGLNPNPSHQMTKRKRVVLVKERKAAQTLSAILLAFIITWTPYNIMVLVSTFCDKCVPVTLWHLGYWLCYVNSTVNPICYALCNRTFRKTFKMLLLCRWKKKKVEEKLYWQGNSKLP
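Assay system: CHO-K1 hM5 cells / Incubation: Fluo-8 loading 80 min at 37 °C plus 30 min room temperature / Technique: Fluo-8 calcium dye fluorescence, kinetic read / Repeats: single replicate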
M4 PAM: human M4 muscarinic receptor positive allosteric modulators, primary screen, CHO-K1 cells, Fluo-8 calcium fluorescence | Muscarinic acetylcholine receptor M4 (Homo sapiens), P08173 | CHO-K1 hM4/Gqi5, ACh EC20; 0% = ACh EC20, 100% = maximal ACh | activation, % at 3 µM | 0.4% of 360,000 active | AID 624126, 2012;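 active = activation above its plate's cutoff, the mean activation of sample wells plus 3 SD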; note: some results filed as inactive read as strong as hits
CHRM5 antagonist: human M5 muscarinic receptor antagonists, primary screen, CHO cells, Fluo-8 calcium fluorescence; Muscarinic acetylcholine receptor M5 (Homo sapiens), P08912; CHO-hM5 cells, ACh EC80; inhibition, % at 3 µM; 0.59% of 360,000 active; AID 624040, 2012;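 active = inhibition above a per-plate cutoff, the mean of that plate's test compounds plus 3 SD, cut at about 27% in these data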;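 note: 0% = acetylcholine EC80 with DMSO and 100% = DMSO without agonist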
M5 ag: human M5 muscarinic receptor agonists, primary screen, CHO-K1 cells, Fluo-8 calcium fluorescence; Muscarinic acetylcholine receptor M5 (Homo sapiens), P08912; CHO-K1 hM5 cells; 0% DMSO wells, 100% maximal acetylcholine response; activation, % at 3 µM; 0.19% of 360,000 active; AID 624037, 2012;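 active = activation above the run's mean over test compounds plus 3 SD, cut at about 23% in these data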;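 note: signal is peak over basal fluorescence ratio across the kinetic read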
M4 ag: human M4 muscarinic receptor agonists, primary screen, CHO-K1 cells, Fluo-8 calcium fluorescence | CHO-K1 hM4/Gqi5; vehicle 0%, full acetylcholine response 100% | 0.14% of 360,000 active | activation, % at 3 µM | AID 624127, 2012 | Muscarinic acetylcholine receptor M4 (Homo sapiens), P08173;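 active = activation above the run mean over all test wells plus 3 SD, cut at about 32% in these data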;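 note: peak over basal fluorescence ratio per well then scaled between controls; 0% = DMSO wells and 100% = acetylcholine at EC100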
CHRM1 PAM: human M1 muscarinic receptor positive allosteric modulators, primary screen, CHO-K1 cells, Fluo-8 calcium fluorescence, 1536-well; Muscarinic acetylcholine receptor M1 (Homo sapiens), P11229; CHO-K1 hM1, ACh EC20; 0% = ACh EC20, 100% = maximal ACh; 0.088% of 360,000 active; activation, % at 3 µM; in the data active = activation above about 19%, passing the limit was not always enough
* marks the source's active call; other numbers are inactive results; / = not tested or not shown.

SMILES	M1 antag	CRFR2-BP ag	M4 antag	CHRM5 PAM	M4 PAM	CHRM5 antagonist	M5 ag	M4 ag	CHRM1 PAM
O=C1C[C@@H]2c3c(cccc3CN1Cc1ccc(Cl)cc1)C[C@@H](O)[C@H]2O	-9.7	-0.6	7.3	-8.5	-1.4	6.9	4.6	6.3	14.0
CN(Cc1ccccc1)C(=O)c1ccc(NC(=O)C2=CSCCO2)cc1	5.9	0.1	2.9	-3.5	-0.6	-9.1	0.2	6.2	0.0
CN1CCN(C(=O)c2cnn(-c3ccccc3)c2NC(=O)c2ccccc2Cl)CC1	4.5	1.8	-5.7	4.1	-3.3	-2.3	-4.9	0.5	-0.1
Cc1cccc2nc(-c3cccnc3)c(Nc3ccccc3)n12	-2.9	-1.3	-6.7	5.4	-9.2	4.5	-5.6	3.4	-0.3
O=C(NCCc1c[nH]c2ccccc12)C(=O)NCC1OCCN1S(=O)(=O)c1ccc(F)cc1 (centres undefined)	-4.4	-4.4	-11.7	-4.0	-0.8	-0.1	3.9	12.5	1.8
O=S(=O)(c1ccc2c(c1)OCCO2)N1CCN(c2cccc(Cl)c2)CC1	-0.7	4.1	0.7	-9.0	-1.9	-10.1	-9.8	0.2	-1.8
CC(=O)Nc1sc(C)c(C)c1C(=O)OCC(=O)Nc1cc(S(C)(=O)=O)ccc1Cl	-12.6	0.5	5.1	-3.0	-5.8	2.8	-1.1	0.7	4.4
CC(C)Nc1nc(NNc2nc(Cl)nc(NC(C)(C)C)n2)nc(NC(C)C)n1	-2.5	-0.5	-0.7	3.6	-3.5	-1.5	8.5	-1.6	4.0
CCc1nc(SCC(=O)Nc2ccccc2C)n[nH]1	-1.2	-1.1	-0.9	1.5	-3.2	2.6	-0.2	1.2	1.2
COc1ccccc1/C=C1\SC(=S)N(CCC(=O)N2CCCCC2CCO)C1=O (centres undefined)	10.6	-0.8	-4.6	-5.3	-12.6	7.4	-0.7	12.1	-5.6
COc1ccc(Nc2nc(-c3cc4cccc(OC)c4oc3=O)cs2)cc1	1.9	2.0	-4.2	-2.0	0.5	2.3	-1.0	1.2	-4.9
CCOC(=O)c1c(N2C(=O)CC(Sc3ccccc3C(=O)O)C2=O)sc(C)c1C (centres undefined)	-17.0	2.0	-4.7	3.7	-0.1	-2.3	-2.3	-0.3	10.1
CCN(Cc1ccc2c(c1)OCCO2)C(=O)CSc1nc(C)nc2sc(C)c(C)c12	-5.0	-1.7	-5.1	1.7	12.9	-3.8	2.4	7.6	2.9
Cc1c(OC(=O)c2ccc([N+](=O)[O-])cc2)c2c(c[n+]1C)COC(C)(C)OC2	-13.6	3.8	-1.7	0.3	9.8	5.8	1.5	-0.1	15.1
COc1ccc(-c2csc3nc(C(C)C)oc(=O)c23)cc1OC	-5.8	0.3	1.1	-7.9	-2.8	12.9	-2.6	0.4	5.5
COC(=O)CS(=O)(=O)c1nnc([C@H](Cc2ccccc2)NC(=O)OC(C)(C)C)o1	8.5	10.3	76.6*	8.4	-6.5	4.3	5.4	4.4	0.1
C/C(=N\NC(=O)Cc1csc(N2CCOCC2)n1)c1ccccc1	6.9	-0.3	-4.3	-3.0	2.8	4.4	-2.7	0.2	-2.0
O=C(COC(=O)c1cc(S(=O)(=O)N2CCCC2)ccc1O)Nc1ccc(S(=O)(=O)N2CCOCC2)cc1	-20.4	-0.1	15.1	3.9	37.2*	9.4	-3.9	3.7	14.1
O=C(Nc1ccccn1)c1ccc(-c2ccccc2)cc1	-10.2	-0.5	-1.5	-8.6	-1.4	9.1	-0.5	5.7	3.6
CNC(=O)c1c(NC(=O)CS(=O)(=O)c2ccc(F)cc2)sc(C)c1C	4.3	-1.0	-18.7	-4.6	7.2	1.0	1.0	3.6	-2.5
CCOC(=O)Cn1c2ccccc2c2nc3ccccc3nc21	-2.1	1.0	-3.5	-1.8	0.0	-1.1	-0.1	1.5	6.6
COc1ccc(/C=C2/S/C(=N/S(=O)(=O)Cc3ccccc3)NC2=O)cc1OC	-16.3	-0.2	-1.5	-5.5	-11.2	10.3	-0.4	-0.2	17.2
Cc1cccc(C(C)C)c1NC(=O)c1cc2ccccc2o1	-17.0	-4.5	-22.2	6.2	10.4	-2.0	-3.8	-1.2	14.0
Cc1ccccc1NC(=O)C(C#N)Cc1cccnc1 (centres undefined)	4.4	-2.5	3.7	9.5	17.3	-9.7	1.6	0.5	4.8
CCn1cc(C2C(C(=O)Nc3cc(C)ccn3)=C(C)NC3=C2C(=O)CC(C)(C)C3)c(C)n1 (centres undefined)	8.8	-0.3	13.3	-4.2	3.2	3.2	-2.6	1.7	-5.0
N#Cc1c(NC(=O)CSc2ncnc3c2cnn3-c2ccccc2Cl)sc2c1CCCC2	-7.8	4.1	6.7	-6.9	8.5	0.6	-1.3	0.4	9.0
COc1ccc(Nc2nnc(SCc3cn4c(C)cccc4n3)s2)cc1	-3.1	-0.7	-10.8	-12.5	-1.6	9.3	-2.8	6.8	-0.5
Brc1ccc(-c2c(-c3ccsc3)sc3ccccc23)cn1	3.2	2.6	8.8	1.6	-1.3	4.9	3.0	-0.3	-3.6
COC(=O)COc1ccc(S(=O)(=O)Nc2ccccc2C(=O)OC)cc1	-13.2	0.0	0.4	-0.1	6.4	8.9	4.2	6.2	2.3
Cc1[nH]nc(SCC(=O)Nc2cccc(O)c2)c1[N+](=O)[O-]	-11.3	-4.2	-2.9	-11.1	-0.5	9.6	-0.1	1.1	6.3
Cc1ccccc1-n1sc2cc(F)ccc2c1=O	2.4	27.5	4.3	-0.9	-16.4	7.3	20.3	27.6	-0.8
COc1ccc(CC(=O)N(C)Cc2cccc(OC)c2OC)cc1S(=O)(=O)N1CCOCC1	-6.2	1.6	-7.7	-3.3	9.5	0.0	-9.0	0.9	6.1
Cc1ccc(NC(=S)NCCc2ccc(F)cc2)c(C)c1	-16.5	0.4	-4.1	-2.2	-5.2	-5.4	-4.2	0.1	5.9
C[C@H]1CN([C@@H](C)CO)S(=O)(=O)c2ccc(-c3ccc(C#N)cc3)cc2O[C@H]1CN(C)C(=O)CN(C)C	-7.0	/	-5.8	-1.1	0.3	-1.1	0.8	0.0	7.4
Cc1cccc(C)c1NC(=O)CCn1cnc2ccccc2c1=O	1.6	0.2	-1.0	0.1	-4.5	3.9	1.8	0.2	2.0
CCn1nc(Cc2cccc3ccccc23)c(C#N)c1N	4.1	-0.6	7.0	0.8	0.8	8.3	1.2	-0.4	4.0
Cc1ccc(OC(C)C(=O)N2CC(=O)Nc3ccccc32)c(C)c1 (centres undefined)	0.8	0.4	-4.4	9.6	-1.9	-1.5	-4.3	-0.2	1.5
Cc1cc(Cl)ccc1C(=O)C1CCCN(C(=O)CCN2CCCO2)C1 (centres undefined)	9.4	-0.5	4.9	0.9	-11.8	9.5	1.7	1.9	-1.6
O=c1[nH]c(N2CCN(Cc3ccccc3)CC2)nc2c1CCC2	-6.5	0.4	-6.0	-3.6	7.3	8.6	1.6	7.1	6.5
COc1ccc(Br)c(C(=O)NC2CCCC2)c1	-7.4	-0.1	-0.6	1.6	5.0	-7.4	-0.8	2.5	11.9
CC1CCCCC12NC(=O)N(CC(=O)OCc1ccc(Br)cc1)C2=O (centres undefined)	13.5	-0.7	2.1	-9.3	-4.0	7.5	-2.2	12.3	-11.6
CCOC(=O)C1NC(=O)CC1c1ccccc1 (centres undefined)	12.8	12.4	6.1	-3.5	0.1	2.8	-7.8	0.2	-2.5
COc1ccc(NS(=O)(=O)c2cc(NC(=O)c3ccco3)ccc2N2CCCC2)cc1	-4.8	-0.1	4.9	-1.4	5.2	1.5	-1.9	0.1	-1.0
CCCCNc1c(-c2ccc(SC(C)CC)c(OC)c2)nc2ccc(C)cn12 (centres undefined)	43.9*	1.4	54.6*	-36.1	-12.4	37.4*	-5.1	16.3	-21.9
COC(=O)c1ccc(Oc2c(C)oc3cc(OCc4cnn(-c5ccccc5)c4)ccc3c2=O)cc1	-21.2	7.0	-19.8	10.1	3.1	-11.9	-1.4	0.9	5.5
CSc1ncnc2c1ncn2CCCN1CCN(c2ncccn2)CC1	31.2*	6.4	4.3	-4.6	-5.0	23.5	-1.2	1.6	-15.8
C=CCn1c(=O)/c(=C2/SC(C)=C(C)N2CC)s/c1=C1/C(=O)N(CC)C(=S)N1c1ccccc1	6.9	0.6	3.6	3.6	3.4	-3.2	-1.0	0.3	1.3
CCCCCCCCCCCC(=O)NC(Cc1ccc(OC)c([N+](=O)[O-])c1)C(=O)O (centres undefined)	-5.7	1.8	3.9	-7.3	-7.3	5.8	3.1	0.5	3.2
C=CCOC(=O)C1=C(C)NC(C)=C(C(=O)OCC=C)C1c1ccc(C)o1	4.7	-4.2	6.5	-9.2	-16.3	14.1	-9.9	-1.4	-5.3
COCCN(C(=O)C1CC(=O)N(Cc2ccccc2)C1)c1nc(-c2ccc([N+](=O)[O-])cc2)cs1 (centres undefined)	11.2	-0.4	8.4	-17.0	-5.8	15.9	-2.1	11.9	-4.5
COc1cccc(C2c3c(oc4ccccc4c3=O)C(=O)N2Cc2ccco2)c1 (centres undefined)	3.2	-0.9	6.8	-4.0	1.0	4.3	8.6	0.7	-0.3
CCCCN(Cc1ccccc1)S(=O)(=O)c1cc(Br)cc2c1N(C(C)=O)C(C)C2 (centres undefined)	3.2	0.6	-2.5	-9.9	-5.6	1.4	-4.9	1.1	-8.2

Filtered by structure, the compounds so far containing a furan ring, fused or not.
SMILES	M1 antag	CRFR2-BP ag	M4 antag	CHRM5 PAM	M4 PAM	CHRM5 antagonist	M5 ag	M4 ag	CHRM1 PAM
Cc1cccc(C(C)C)c1NC(=O)c1cc2ccccc2o1	-17.0	-4.5	-22.2	6.2	10.4	-2.0	-3.8	-1.2	14.0
COc1ccc(NS(=O)(=O)c2cc(NC(=O)c3ccco3)ccc2N2CCCC2)cc1	-4.8	-0.1	4.9	-1.4	5.2	1.5	-1.9	0.1	-1.0
C=CCOC(=O)C1=C(C)NC(C)=C(C(=O)OCC=C)C1c1ccc(C)o1	4.7	-4.2	6.5	-9.2	-16.3	14.1	-9.9	-1.4	-5.3
COc1cccc(C2c3c(oc4ccccc4c3=O)C(=O)N2Cc2ccco2)c1 (centres undefined)	3.2	-0.9	6.8	-4.0	1.0	4.3	8.6	0.7	-0.3

Looked up above.
CCOC(=O)C1NC(=O)CC1c1ccccc1 (centres undefined) – M1 antag: 12.8
COc1ccc(NS(=O)(=O)c2cc(NC(=O)c3ccco3)ccc2N2CCCC2)cc1 – CRFR2-BP ag: -0.1
